# All columns: NCI-60 one-dose screen, growth in % after 48 h at 10 µM unless noted; 100 = growth as untreated, 0 = no growth, -100 = all killed.
# OVCAR-5 = OVCAR-5 ovarian cancer. AID 1794783. 2.9% of 82,000 active
# DU-145 = DU-145 prostate cancer. 4.2% of 81,000 active. AID 1794760
# IGROV1 = IGROV1 ovarian cancer. 4.7% of 79,000 active. AID 1794786
# OVCAR-8 = OVCAR-8 ovarian cancer; AID 1794782; 4.4% of 81,000 active
# OVCAR-4 = OVCAR-4 ovarian cancer cells; 3.7% of 80,000 active
# OVCAR-3 = OVCAR-3 ovarian cancer; AID 1794787; 7% of 79,000 active
# NCI/ADR-RES = NCI/ADR-RES ovarian cells | 4.4% of 81,000 active | AID 1794790
# SK-OV-3 = SK-OV-3 ovarian cancer cells. 3.2% of 80,000 active. AID 1794785
# * hit, by the source's call; / = no result given. The calls were made as follows: active = growth percent below 10; inactive = the rest.
# Values run as follows: OVCAR-5 | DU-145 | IGROV1 | OVCAR-8 | OVCAR-4 | OVCAR-3 | NCI/ADR-RES | SK-OV-3
CC(C)(O)c1ccc(C(=O)O)cc1
  97 | / | 103 | 100 | 107 | 112 | 104 | 105
N#CC(Cc1ccccc1)c1ccc(Cl)cc1 (stereo not drawn)
  104 | 112 | 94 | 106 | 92 | 101 | 101 | 102
CNN(C)c1c(C)cccc1C
  106 | 110 | 93 | 107 | 91 | 100 | 106 | 74
Cc1cc(Cl)ccc1Nc1nc(C(F)(F)F)ccc1C(=O)N/N=C/c1ccccc1Cl
  31 | 36 | 22 | 22 | 29 | 16 | 8.3* | 10
CN1C(=O)N(C)C2(c3ccccc3)OC(=S)NC12c1ccccc1 (stereo not drawn)
  100 | 94 | 103 | 100 | 96 | 97 | 108 | 92
CC(C)CCC[C@@H](C)[C@H]1CC[C@H]2[C@@H]3CC=C4c5sc(Nc6ccc(F)cc6F)nc5CC[C@]4(C)[C@H]3CC[C@]12C
  107 | 105 | 111 | 106 | 106 | 100 | 105 | 108
COc1ccc(C2Nc3nc(SC)n(C)c(=O)c3N=C3c4ccccc4C(=O)C32)cc1 (stereo not drawn)
  96 | 98 | 68 | 77 | 85 | 90 | 88 | 98
CN(C)CC(=O)C(C#N)c1ccccc1 (stereo not drawn)
  107 | 106 | 109 | 95 | 100 | 103 | 106 | 97
Cc1nn(CC(O)c2ccccc2)c(N)c1C(=O)N/N=C\c1ccc(OC(F)F)c(Oc2ccccc2)c1 (stereo not drawn)
  94 | 105 | 103 | 92 | 94 | / | 94 | 105
CN(C)c1ccc(C(=C2C=CC(=[N+](C)C)C=C2)c2ccccc2)cc1
  113 | 105 | 87 | 95 | 97 | 98 | 102 | 99

# Next results.
# Values run as follows: OVCAR-5 | DU-145 | IGROV1 | OVCAR-8 | OVCAR-4 | OVCAR-3 | NCI/ADR-RES | SK-OV-3
COc1ccc(S(=O)(=O)N2CCC(c3nc(C=C(C#N)C#N)c4ccccn34)CC2)cc1
  101 | / | 130 | 98 | 102 | 86 | 103 | 112
COc1ccc2c(c1)C(=O)/C(=C/c1cccc(OCC(=O)Nc3nc(C)c(C)s3)c1)O2
  -77* | -76* | / | 4.7* | -67* | -59* | -59* | 46
CC1(C)Oc2cc3oc(=O)ccc3cc2C[C@@H]1OCCNc1cc(-c2ccccc2)c(O)c(-c2ccccc2)c1
  109 | 103 | 108 | 99 | 85 | 96 | 91 | 103
COc1cc(-c2nn(-c3ccc(NC(=O)Nc4ccc(Cl)c(C(F)(F)F)c4)cc3)cc2-c2ccncc2)ccc1Cl
  25 | 34 | 26 | 8.6* | 23 | 11 | -1.2* | 11
CN(C)c1ccc(S(=O)(=O)O)cc1
  93 | 110 | 118 | 101 | 106 | 109 | 104 | 89
Cc1cc(=O)oc2c1ccc1oc(=O)cc(C)c12
  109 | 105 | 107 | 84 | 101 | 105 | 100 | 71
N=C1C(c2nc(-c3ccc(Cl)cc3)cs2)=C(O)CN1NC(=O)c1ccc2c(c1)OCO2
  97 | 105 | 75 | 90 | 170 | 110 | 112 | 110
Cc1cccc2sc(/N=C(\N)C(Br)Br)nc12
  41 | 4.7* | -66* | 33 | 65 | 29 | 18 | 87
CC(=O)OC1Oc2ccccc2-c2oc3nc(=N)n(C)c-3cc21 (stereo not drawn)
  107 | 191 | 102 | 99 | 104 | / | 96 | 104
COc1cccc2c(=O)c3c(sc12)c(NCCCN)nc1ccccc13
  78 | 33 | 39 | 35 | 22 | 39 | 46 | 65

# The listing continues.
# Values run as follows: OVCAR-5 | DU-145 | IGROV1 | OVCAR-8 | OVCAR-4 | OVCAR-3 | NCI/ADR-RES | SK-OV-3
CC(S)C(=O)NCC(=O)O (stereo not drawn)
  101 | 111 | 115 | 106 | 99 | 116 | 99 | 123
Cc1c(C)c(C(=O)O)c(C)c(C)c1C(=O)O
  104 | 109 | 103 | 105 | / | 114 | 100 | /
CCCCOCCOCCOC(=O)Cc1ccc(OC)c(OC)c1
  105 | 103 | 100 | 96 | 107 | 96 | 101 | 107
COc1ccc(-c2nc(SCCC(C)C)nc(NCCO)c2C#N)cc1
  107 | 88 | 104 | 85 | 105 | 100 | 83 | 95
CC[C@H](C)[C@@H]1NC(=O)[C@H](C)NC(=O)[C@@H](Cc2ccc(O)cc2)NC(=O)CSC[C@@H](C(N)=O)NC(=O)[C@H](CC(C)C)NC(=O)[C@H](CC(C)C)NC(=O)[C@H]([C@@H](C)O)NC(=O)[C@H]([C@@H](C)O)NC(=O)[C@H](CCCCN)NC(=O)CNC(=O)[C@H](CCCN=C(N)N)NC(=O)[C@H](Cc2ccc(O)cc2)NC(=O)[C@H](CO)NC1=O
  120 | 105 | 123 | 114 | 103 | 110 | 118 | 105
Cc1ccc(C2=NN3C(C2)c2cc(Br)ccc2OC32CCN(Cc3ccccc3)CC2)o1 (stereo not drawn)
  109 | 99 | 82 | 99 | 94 | 97 | 94 | 94
CO[C@]1(CO)O[C@@H](n2ccc(=O)[nH]c2=O)[C@H](F)[C@@H]1O
  93 | 95 | 102 | 90 | 95 | 102 | 104 | 90
COc1cc2c(cc1OC)C(/C=C/c1ccco1)=NCC2
  85 | 109 | 65 | 90 | 89 | 88 | 91 | 98
O=C(N/C(=C1/OCCN1Cc1ccccc1)[P+](c1ccccc1)(c1ccccc1)c1ccccc1)c1ccccc1
  67 | -15* | 2.9* | 17 | 21 | -7.0* | 98 | 23
Cc1ccccc1Nc1nc2nonc2nc1Nc1cccc(C)c1C
  99 | 72 | 74 | 54 | 30 | 36 | 56 | 57
COC(=O)c1sc(-c2ccccc2)c2sc(N)nc12
  98 | 95 | 95 | 94 | 89 | 96 | 96 | 101
O=[N+]([O-])c1cccnc1Cl
  95 | 119 | 114 | 101 | 108 | / | 101 | 111

# Screening data (PubChem)
